Screening results deposited in PubChem by National Center for Advancing Translational Sciences (NCATS).
POLB inh – inhibitors of human DNA polymerase beta; P06746; Pol beta primer extension/strand displacement, fluorescence kinetic; Potency, µM (highest dose often 114 µM), inactives show top-dose activity change, negative = inhibition, actives largely listed as inhibitors; 1.3% of 340,000 active; AID 485314; note: potency is the fitted concentration of half-maximal effect; % is set by controls: 0 for no effect and ±100 for the full control effect
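10 nM enzyme + cpd, 15 min RT; start with substrate 50 nM final; read 0 min and after 10 min RT. Corrected, normalized data; 4-parameter Hill curve fit.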
Anesthetic bind – candidate novel general anesthetic via apoferritin binding; P02791; apoferritin/1-aminoanthracene competitive binding, fluorescence; Potency, µM (titrated, usually from 77.5 µM), for the others: top-dose activity change, negative = displacement, most hits filed as inhibitors; 0.074% of 350,000 active; note: potency is the fitted concentration of half-maximal effect; % is set by controls: 0 for no effect and ±100 for the full control effect; nearly all actives have a fitted effect of over 20% in size
Target sequence (P02791 2-175 limits assumed): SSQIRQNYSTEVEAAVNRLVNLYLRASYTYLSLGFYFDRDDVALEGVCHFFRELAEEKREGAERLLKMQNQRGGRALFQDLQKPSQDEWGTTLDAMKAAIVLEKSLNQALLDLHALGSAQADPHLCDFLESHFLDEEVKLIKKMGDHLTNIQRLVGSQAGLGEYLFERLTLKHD
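Horse-spleen apoferritin (10 uM) in 50% saturated 1-aminoanthracene in PBS was incubated 10 min at room temperature with compound. Fluorescence (ex 380, em 535 nm) was normalized to free and bound 1-AMA, with concentration-response fitted by a four-parameter Hill equation.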
12-LOX inh – inhibitors of human 12S-lipoxygenase ALOX12; Potency, µM (titrated, usually from 108 µM), without a hit: top-dose activity change, negative = inhibition, hits mostly inhibitors; P18054; 1.1% of 580,000 active; AID 1671190; purified 12hLO, xylenol orange hydroperoxide absorbance; note: potency is the fitted concentration of half-maximal effect; % is set by controls: 0 for no effect and ±100 for the full control effect
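Hydroperoxide product was detected by ferrous iron/xylenol orange as the 573 to 405 nm absorbance ratio. Arachidonic acid at 40 uM (final) was turned over for 30 min at room temperature by 150 nM human 12hLO, pH 7.0 Hepes buffer, after 15 min compound preincubation.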
ERG-DNA inh – blocks human ERG Ets domain binding to DNA. P11308. fluorescence polarization, His-ERG Ets domain / labelled DNA. Potency, µM (doses to about 76.9 µM), for inactives: at the highest dose FP activity, negative = inhibition, most hits filed as inhibitors. 0.028% of 370,000 active. AID 624246; active = well fitted inhibition curve with a large enough effect in the polarisation, with a control signal flat; inconclusive = small, poorly fitted or top-dose-only effect, or effect the other way, or a change in a side signal; inactive = no such curve, though single readings can be large or run the other way; the % refers to the polarisation;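 note: polarization taken with two DNA probes labelled with fluorescein and Texas red; potency is the fitted concentration of half-maximal effect; % of control where 0% means no effect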
Target sequence (P11308 whole entry, looked up, the tested form may be a part): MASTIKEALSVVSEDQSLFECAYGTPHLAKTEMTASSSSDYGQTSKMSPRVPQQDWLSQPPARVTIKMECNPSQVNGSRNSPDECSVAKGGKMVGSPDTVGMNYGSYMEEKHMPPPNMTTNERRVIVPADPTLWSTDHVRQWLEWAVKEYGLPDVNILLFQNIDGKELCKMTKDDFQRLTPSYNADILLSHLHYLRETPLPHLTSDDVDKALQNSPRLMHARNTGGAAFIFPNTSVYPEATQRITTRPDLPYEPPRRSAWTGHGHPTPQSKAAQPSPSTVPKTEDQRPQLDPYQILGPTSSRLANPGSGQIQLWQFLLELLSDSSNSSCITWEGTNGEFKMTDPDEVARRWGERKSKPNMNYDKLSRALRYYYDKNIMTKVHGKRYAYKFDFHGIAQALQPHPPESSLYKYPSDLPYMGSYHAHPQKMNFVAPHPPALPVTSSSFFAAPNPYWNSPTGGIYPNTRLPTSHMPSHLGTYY
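His-tagged ERG Ets domain (1 uM in the protein solution; 300mM KCl, 50mM Tris-HCl, 1mM EDTA, 1mM DTT, pH 7.5) received compound, then a probe mix of 5 nM fluorescein-DNA and 100nM Texas-615-DNA. Fluorescence polarization was read for both dyes.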
BLM inh – Bloom syndrome helicase (human) inhibition; P54132; recombinant BLM DNA unwinding, fluorescence dequenching; Potency, µM (titrated, usually from 56.1 µM), for inactives: top-dose activity change, negative = inhibition, usual class: inhibitors; 0.2% of 350,000 active;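 note: potency is the fitted concentration of half-maximal effect; plate controls were vehicle for no effect and no enzyme for full effect; nearly all actives have a fitted effect of over 35% in size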
TRHR ag – agonists of human TRH receptor; TRHR cells, calcium flux fluo-8, FDSS agonist mode; 0.18% of 360,000 active; activation, % at 2 µM; in the data active = activation above about 30%; note: 0% is about no effect
Target sequence (P34981 whole entry, looked up): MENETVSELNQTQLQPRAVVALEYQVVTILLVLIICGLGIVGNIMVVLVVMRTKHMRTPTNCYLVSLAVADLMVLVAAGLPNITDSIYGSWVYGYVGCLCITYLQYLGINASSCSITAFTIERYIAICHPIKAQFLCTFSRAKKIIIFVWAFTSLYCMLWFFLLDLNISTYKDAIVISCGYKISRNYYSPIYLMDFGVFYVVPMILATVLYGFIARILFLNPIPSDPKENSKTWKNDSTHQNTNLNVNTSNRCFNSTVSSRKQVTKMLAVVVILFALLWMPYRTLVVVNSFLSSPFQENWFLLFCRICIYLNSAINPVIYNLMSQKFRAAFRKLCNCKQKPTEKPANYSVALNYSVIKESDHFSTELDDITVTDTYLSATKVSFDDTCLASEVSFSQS
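Steps: seed TRHR cells overnight; add fluo-8 no-wash Ca dye, RT 30 min–1.5 h; record 10 s baseline; pin-transfer compounds; monitor fluorescence 1 cycle/s for the agonist window. Calcium increases flag candidate agonists.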
APEX1 inh – APE1 (human) endonuclease inhibition; recombinant APE1, TAMRA/BHQ-2 abasic DNA cleavage fluorescence; AID 2517; P27695; 0.35% of 350,000 active; Potency, µM (doses to about 65.8 µM), without a hit: at the highest dose activity change, negative = inhibition, usual class: inhibitors;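 note: potency is the fitted concentration of half-maximal effect; plate controls were vehicle for no effect and reference inhibitor for full effect; nearly all actives have a fitted effect of over 55% in size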
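APE1 at 0.75 nM final was preincubated with compound 15 min at room temperature, then 50 nM double-stranded THF abasic-site substrate (5'-TAMRA/3'-BHQ-2) was added. Fluorescence (ex 525/em 598 nm) was read kinetically; third-minus-first read gave activity.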
POLK inh – blocks human DNA polymerase kappa activity. Q9UBT6. purified Pol kappa, fluorescent DNA synthesis assay, 10 min. Potency, µM (top dose mostly 107 µM), without a hit: top-dose activity, negative = inhibition, usual class: inhibitors. AID 588579. 0.53% of 400,000 active; note: potency is the fitted concentration of half-maximal effect; % is set by controls: 0 for no effect and ±100 for the full control effect
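50 nM final substrate added after 15 min RT preincubation of 10 nM Pol kappa with compound; fluorescence read at 0 and 10 min.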
POLI inh – blocks human DNA polymerase iota activity; Pol iota fluorescent replication assay, 10 min; Potency, µM (highest dose often 115 µM), for the others: top-dose activity, negative = inhibition, hits mostly inhibitors; 1% of 390,000 active; note: potency is the fitted concentration of half-maximal effect
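Pol iota at 10 nM preincubated 15 min with compounds at room temperature; reaction started with fluorescent substrate, 50 nM final. Fluorescence read kinetically at 0 and 10 min; buffer-only wells as negative control.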
Active calls of the source: *; ? = inconclusive; . = not tested or not shown; & = joins results of further samples; [ ] = remark or other dose. Unless noted, calls come from the whole dose curve; as a rule, active = well fitted curve in the direction sought with a large enough effect; inconclusive = small, poorly fitted or top-dose-only effect, or another doubt; inactive = no such curve, though single readings can be large; an effect the other way counts as inactive or inconclusive.

structure	POLB inh	Anesthetic bind	12-LOX inh	ERG-DNA inh	BLM inh	TRHR ag	APEX1 inh	POLK inh	POLI inh
CCOC(=O)C1=C(COC(=O)c2c(OC)cccc2OC)NC(=O)NC1C (stereo not drawn)	.	.	15%	1%	.	-1.0	-10%	8%	40%[activator]
O=C(NCCc1ccccc1)C(=O)NCC1CCCO1 (stereo not drawn)	1%	-11%	6%[57.4 µM]	.	-2%	0.2	1%	-4%	7%
Cc1cccc(C)c1NC(=O)COC(=O)CCc1c[nH]c2ccccc12	.	.	0%	-6%	.	0.0	29%	-5%	-4%
CCS(=O)(=O)N1CCN(Cc2nc3ccccc3c(=O)[nH]2)CC1	32%	-6%	?	-11%	1%	0.5	-1%	0%	-5%
CCOc1ccc(-c2c(C(=O)N/N=C/c3cccc(Br)c3)nnn2-c2nonc2N)cc1	-16%	-16%	5%	17%	-2%	0.5	2%	-7%	1%
CCCCc1ccc(NC(=O)CSc2nnc3[nH]c(=O)cc(C)n23)cc1	8%	?	-21%	0%	-1%	0.0	.	-6%[60.1 µM]	7%
Cc1c(CC(=O)O)c(=O)oc2c(C)c(OCc3ccccc3Br)ccc12	?	5%	-24%	-23%	-12%	-0.9	-13%	?	?
CCC(=O)NC1CCN(C(=S)NC)CC1	12%	-1%	-4%	19%	-4%	0.4	2%	1%	14%
CC1=CSC2=NC(=O)/C(=C\c3cccn3-c3ccccc3)C(=N)N12	-18%	-15%	-12%	22%	-2%	-0.2	3%	-5%	?
CCN(CC(=O)NCc1cccs1)C(=O)c1cc(S(=O)(=O)NCc2ccccc2)ccc1C	.	.	-12%	.	.	-0.3	-6%	-1%	13%
Cc1cc(C)n(CC(=O)N2CCCC(N3CCN(Cc4ccc5c(c4)OCO5)CC3)C2)n1 (stereo not drawn)	0%	-3%	117%[activator]	-6%	3%	0.3	17%	-1%	35%[activator]
CCN(CC)c1ccc(/C=N/NC(=O)c2c[nH]c3ccccc23)cc1	25%	392%[activator]	-19%	16%	0%	-1.1	25%	-18%	0%

Individual results from the entries so far:
For POLK inh, CCN(CC(=O)NCc1cccs1)C(=O)c1cc(S(=O)(=O)NCc2ccccc2)ccc1C shows -1%
For ERG-DNA inh, Cc1c(CC(=O)O)c(=O)oc2c(C)c(OCc3ccccc3Br)ccc12 shows -23%

Compound profiles (already shown). Screens in order: POLB inh	Anesthetic bind	12-LOX inh	ERG-DNA inh	BLM inh	TRHR ag	APEX1 inh	POLK inh	POLI inh
Cc1cccc(C)c1NC(=O)COC(=O)CCc1c[nH]c2ccccc12 across the screens: .	.	0%	-6%	.	0.0	29%	-5%	-4%
CCC(=O)NC1CCN(C(=S)NC)CC1 across the screens: 12%	-1%	-4%	19%	-4%	0.4	2%	1%	14%

Carrying on:
structure	POLB inh	Anesthetic bind	12-LOX inh	ERG-DNA inh	BLM inh	TRHR ag	APEX1 inh	POLK inh	POLI inh
O=C(Nc1ccccc1F)C(=O)c1cn(CC(=O)N2CCCCC2)c2ccccc12	24%	-15%	1%	0%	-7%	1.9	-3%	-8%	40%[activator]
Cc1ccc(OCC(=O)NNC(=O)c2cc3ccccc3o2)cc1C	28µM*	-7%	0%	1%	-10%	-0.3	-10%	?	?
O=C(O)CCc1ccc(-c2cccs2)n1NC(=O)c1ccccc1Br	?	-7%	-16%	4%	-4%	0.6	0%	-28%	?
CCCCCCCCCCCCCCCCOP(=O)([O-])OCC[N+](C)(C)C	.	?	.	.	-6%	.	3%	0%[60.1 µM]	.
CCCCC(CC)C(=O)Nc1cc(=O)[nH]c2nc3ccccc3n12 (stereo not drawn)	33%	-3%	10%	4%	-1%	0.5	9%	18%	29%
CCN1CCN(S(=O)(=O)c2cc(OC)ccc2OC)CC1	-1%	4%	24%	2%	0%	1.2	4%	-1%	-16%[58.9 µM]
Cc1n[nH]c(=O)c2c(NC(=O)CSc3nnnn3-c3ccc(O)cc3)oc(C)c12	.	.	-13%	11%	.	-0.1	-5%	-21%	75%[activator]
NC(=O)COc1ccc2oc(=O)cc(-c3cc4ccccc4o3)c2c1	-3%	-2%	3%	17%	4%	0.0	-2%	5%	38%[activator]
N[C@@H](C(=O)O)c1ccc(C(=O)O)c(C(=O)O)c1	.	0%	?	.	3%&0%&4%	.	-2%&-6%&-4%&-8%	0%&-5%&-9%&-9%[19.4 µM]	.
COc1cccc(OCCOCCN(C)CCO)c1	-9%	-3%	291%[activator]	-9%	0%	1.2	-2%	-16%	4%
Fc1ccc(-c2nnc(Cc3ccc(Cl)cc3)o2)cc1	13%	-17%	?	-2%	-6%	-0.7	-5%	10%	3%
COc1cc(NC(=O)Cn2cc(C(=O)c3ccc(F)cc3)c(=O)c3ccc(C)nc32)cc(OC)c1	6%	-8%	-13%	3%	-9%	2.0	.	-6%	?
CC1(C)NC(=O)N(CCOCCOc2ccccc2-c2ccccc2)C1=O	0%	-7%	-9%	2%	-4%	0.8	-2%	11%	29%
CCCCN(CCCC)c1ccc(C(=O)c2ccccc2C(=O)O)c(O)c1	89µM*	?	?	.	-12%	1.9	-6%	-6%	-43%
CCOC(=O)c1cc(-c2ccc(C)cc2)n(CC(=O)Nc2ccccc2F)c1C	26%	-1%	0%	9%	-3%	0.5	.	12%	40%
Cc1cnc2c(c1SCC(=O)Nc1ccc(F)cc1F)c(=O)n(C)c(=O)n2C	5%	-22%	-13%	5%	-6%	-0.2	.	-1%[60.1 µM]	4%
COc1ccc(-n2nc(C(=O)NCC(=O)NCCc3ccc(OC)c(OC)c3)c3ccccc3c2=O)cc1	36%	-15%	-1%	-8%	0%	-0.8	-3%	-2%	109%[activator]
Cc1coc2cc3oc(=O)c(CC(=O)N(C)CC(=O)O)c(C)c3cc12	12%	6%	?	4%	-1%	0.4	7%	6%	7%
Cc1nnc(N2CCC(C(=O)NCc3cccc(Cl)c3)CC2)c2nn(-c3ccccc3)c(C)c12	-24%	?	?	2%	26%	-0.6	.	-6%[60.1 µM]	?
CCOc1nnnc2c1sc1nc(N3CCOCC3)c3c(c12)CCCC3	4%	-17%	.	0%	-3%	-0.1	2%	6%	1%
Cc1[nH]n(-c2ccccc2)c(=S)c1C=Nc1ccc([N+](=O)[O-])cc1	9%	?	?	-9%	-1%	-0.4	1%	-12%	5%
CC(C)(C)c1ccc(C(CC(=O)O)NC(=O)C23CC4CC(CC(C4)C2)C3)cc1 (stereo not drawn)	1%	-9%	8%	7%	2%	-0.6	7%	-19%	?
CCN=C(Nc1cccc(F)c1)SC1CC(=O)N(c2ccc(OC)cc2)C1=O (stereo not drawn)	21%	-13%	6%[57.4 µM]	.	-11%	.	-10%	-6%	31%[activator]
NCC1OC(n2cnc3c(=O)[nH]c(N)nc32)C(O)C1O (stereo not drawn)	.	-8%	.	.	0%	.	-3%	-1%[60.1 µM]	.

Next results.
Each structure is followed by: POLB inh	Anesthetic bind	12-LOX inh	ERG-DNA inh	BLM inh	TRHR ag	APEX1 inh	POLK inh	POLI inh
- Cc1ccc(NC(=O)C2CCN(S(=O)(=O)c3cccc4nonc34)CC2)cc1
  -1%	-9%	-9%	10%	-3%	-0.2	49%	2%	-12%
- COc1ccc(C(=O)O)cc1S(=O)(=O)Nc1ccc(N2CCCCC2)cc1
  .	.	?	14%	.	.	54%[activator]	-25%	?
- CC(=O)c1cc(CCC(=O)NC2CCCCCC2)oc1C
  ?	2%	5%	0%	-2%	-0.1	-5%	-16%	?
- COc1ccc(Br)cc1/C=N/NC(=O)CNC(=O)c1cccnc1
  23%	-2%	384%[activator]	3%	2%	0.2	6%	-5%	25%
- CC(=O)Nc1ccc(S(=O)(=O)NCC2CCC(C(=O)N3CCN(c4ccccn4)CC3)CC2)cc1 (stereo not drawn)
  14%	-10%	0%	-6%	1%	0.6	-2%	-4%	?
- COc1cc(OC)cc(C(=O)N[C@H](C(=O)Nc2ccccc2N2CCOCC2)C(C)C)c1
  -28%	?	0%	-8%	-9%	-0.8	0%	-7%	25%
- COC(=O)c1ccc(CSc2nc3ccccc3[nH]2)o1
  90%	-16%	-19%	-6%	-1%	-0.9	1%	-5%	12%
- COc1ccc(COC(=O)CCc2c[nH]c3ccccc23)cc1F
  .	.	-5%	-1%	.	.	.	6%	36%[activator]
- CC1=C(C(N)=O)C(c2ccc(Br)cc2)n2ncnc2N1 (stereo not drawn)
  23%	-11%	4%	1%	-2%	1.1	37%	3%	-3%
- CNc1c(NC(=O)C2CCC(C)CC2)c(=O)oc2ccccc12 (stereo not drawn)
  -19%	9%	4%	-5%	-5%	2.3	-10%	-5%	-8%
- COc1ccc(CNC(=O)c2noc3c2CCCCC3)cc1
  1%	?	19%	1%	-1%	-0.6	-4%	-15%	24%
- Cc1ccc(N2C(=O)CC(c3ccsc3)C3=C2CC(C)(C)CC3=O)cc1 (stereo not drawn)
  -1%	-15%	-20%	-4%	-7%	.	17%	-2%	17%
- NS(=O)(=O)c1ccc(CCNC(=O)CN2C(=O)COc3ccc(S(=O)(=O)N4CCCC4)cc32)cc1
  -2%	6%	-12%	10%	3%	0.0	-6%	12%	1%

A portion of the library, so the mix of outcomes need not match the whole.
